Bioassay records (PubChem BioAssay)
Furin inhibitor: human furin inhibitors, primary screen, biochemical, fluorescence intensity | P09958 | purified furin, fluorogenic substrate cleavage | inhibition, % at 30 µM | 220,000 compounds, 0.061% hits; in the data active = inhibition above about 25%; note: inactives centre near -15
RBBP9 inhibitor: human RBBP9 inhibitors, primary screen, biochemical, fluorescence polarization, FP-Rh probe, HTS. 220,000 compounds, 0.2% hits. Serine hydrolase RBBP9 (Homo sapiens), O75884. recombinant RBBP9. inhibition, % at 7.94 µM;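 active = inhibition above the campaign mean of all tested compounds plus 3 SD, cut at about 14% in these data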;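 note: plate controls were DMSO wells with RBBP9 for no effect and wells lacking RBBP9 protein for full effect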
Target sequence (O75884 whole entry, looked up): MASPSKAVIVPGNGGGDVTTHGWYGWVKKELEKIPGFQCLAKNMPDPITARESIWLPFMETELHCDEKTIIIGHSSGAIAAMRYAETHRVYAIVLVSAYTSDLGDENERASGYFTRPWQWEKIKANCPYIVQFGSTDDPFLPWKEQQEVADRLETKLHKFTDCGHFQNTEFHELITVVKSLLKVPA
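System: RBBP9 protein / Buffer or medium: Tris/NaCl buffer pH 8.0 with 0.1% Pluronic / Probe or stimulus: Serine-hydrolase probe FP-Rh, 375 nM pre-mixing / Dosing: 7.94 µM single dose, 0.794% DMSO / Times: enzyme-compound preincubation 30 min, then probe labeling 45 min, 25 °C / Technique: fluorescence polarization (mP), excitation 525 nm, emission 598 nm / Replication: singlicate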
p47phox inh: p47phox/p22phox peptide binding inhibitors, primary screen, biochemical, uHTS, NADPH oxidase regulatory subunit; Neutrophil cytosol factor 1 (Homo sapiens), P14598; fluorescence polarization, 2 h; inhibition, % at 24.7 µM; 220,000 compounds, 0.53% hits; AID 1274, 2008;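 active = inhibition above about 30%, limit read from the data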;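 note: 0% = p47phox with labelled peptide and 100% = labelled peptide alone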
Runt-SMMHC FRET: inhibitors of RUNX1 Runt–CBFb-SMMHC binding, primary screen, biochemical, FRET, Cerulean-Runt, Venus-CBFb-SMMHC, uHTS. Runt-related transcription factor 1 (Homo sapiens) + Core-binding factor subunit beta …. Cerulean-Runt/Venus-CBFb-SMMHC FRET ratio 530/480, 1 h. inhibition, % at 20 µM. 220,000 compounds, 0.74% hits. AID 1434, 2008;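 active = mean inhibition across duplicate retests at 20 µM reaching about 50%, limit read from the data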;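 note: 0% = DMSO wells and 100% = wells with excess untagged CBFb-SMMHC; inhibitors lower the FRET ratio by blocking Runt binding to CBFb-SMMHC; some results filed as inactive read as strong as hits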
m-calpain inh: inhibitors of pig calpain II, primary screen, biochemical, fluorogenic peptide substrate, 1536-well. 220,000 compounds, 0.37% hits. inhibition, % at 16 µM. purified calpain II, 30 min;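 active = inhibition above about 50%, limit read from the data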
p97 ATPase inh: inhibitors of human p97 ATPase, primary screen, biochemical. Transitional endoplasmic reticulum ATPase (Homo sapiens), P55072. recombinant p97 ATPase, Kinase-Glo ATP luminescence, 3 h. inhibition, % at 8 µM. 220,000 compounds, 0.42% hits; in the data active = inhibition above about 15%;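 note: 0% = DMSO vehicle and 100% = wells lacking enzyme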
Target sequence (P55072 whole entry, looked up): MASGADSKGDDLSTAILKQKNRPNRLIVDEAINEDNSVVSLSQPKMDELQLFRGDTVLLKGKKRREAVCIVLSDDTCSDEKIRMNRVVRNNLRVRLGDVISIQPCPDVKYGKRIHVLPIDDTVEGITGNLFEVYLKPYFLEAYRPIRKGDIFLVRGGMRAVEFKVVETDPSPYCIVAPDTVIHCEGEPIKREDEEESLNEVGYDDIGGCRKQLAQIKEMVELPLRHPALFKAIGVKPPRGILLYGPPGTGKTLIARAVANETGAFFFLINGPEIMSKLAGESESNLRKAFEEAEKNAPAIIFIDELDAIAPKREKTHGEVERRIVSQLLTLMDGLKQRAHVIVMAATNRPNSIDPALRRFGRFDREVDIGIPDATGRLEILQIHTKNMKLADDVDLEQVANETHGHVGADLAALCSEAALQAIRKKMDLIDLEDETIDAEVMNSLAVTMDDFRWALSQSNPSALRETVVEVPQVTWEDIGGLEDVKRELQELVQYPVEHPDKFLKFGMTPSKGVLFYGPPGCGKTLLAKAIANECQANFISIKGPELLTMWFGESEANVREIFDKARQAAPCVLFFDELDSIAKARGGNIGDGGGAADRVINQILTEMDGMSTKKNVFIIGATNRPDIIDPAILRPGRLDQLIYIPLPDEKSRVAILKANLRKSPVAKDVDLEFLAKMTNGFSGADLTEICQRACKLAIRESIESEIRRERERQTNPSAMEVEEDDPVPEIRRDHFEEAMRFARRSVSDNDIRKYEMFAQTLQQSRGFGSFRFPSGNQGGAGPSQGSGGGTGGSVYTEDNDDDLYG
EBV gp42 block: Epstein-Barr virus gp42 inhibitors, primary screen, biochemical, uHTS, fluorescence polarization; inhibition, % (tested at 21.74 µM); Glycoprotein 42 (Epstein-Barr virus (strain AG876)), Q1HVG2; Fluorescence polarization binding assay, mP read-out; 220,000 compounds, 0.42% hits; AID 1085, 2008; in the data active = inhibition above about 50%
Runt-CBFb FRET: inhibitors of RUNX1 Runt–CBFb binding, primary screen, biochemical, FRET, Cerulean-Runt, Venus-CBFb, uHTS | 220,000 compounds, 0.46% hits | Cerulean-Runt/Venus-CBFb FRET ratio 530/480, 1 h | inhibition, % at 20 µM | AID 1496, 2009;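 active = inhibition over about 50% at 20 µM in the single-dose screen, limit read from the data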;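 note: 0% = DMSO wells and 100% = excess unlabeled CBFb competitor control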
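Doses: 20 µM compound in 1% DMSO | Material: Cerulean-labeled Runt domain protein | Amount: Each fluorescent fusion protein 100 nM | Schedule: Two 1 h room-temperature incubations shielded from light | Measured by: FRET fluorescence | Evaluation: Loss of energy transfer signal | Controls: Unlabeled CBFb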
TbHK1 inh: Trypanosoma brucei hexokinase 1 inhibitors, primary screen, biochemical, G6PDH-coupled NADH absorbance, MLSCN library; inhibition, % at 10 µM; AID 1430, 2008; hexokinase 1 [Trypanosoma brucei]; 220,000 compounds, 0.11% hits; recombinant TbHK1, G6PDH-coupled NADH A340;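 active = inhibition of 50% or more in the single-dose primary screen; inactive = inhibition below 50%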
Numbers without * were called inactive; · = not tested or not shown; + = active, no number; [ ] = remark or other dose. Outcome played no part in choosing rows, and some 2.7% of all compounds hit somewhere here.

No.	smiles	Furin inhibitor	RBBP9 inhibitor	p47phox inh	Runt-SMMHC FRET	m-calpain inh	p97 ATPase inh	EBV gp42 block	Runt-CBFb FRET	TbHK1 inh
1	COc1cc(/C=C(\NC(=O)c2ccccc2)C(=O)NCCO)c([N+](=O)[O-])cc1OC	-22	8	-4	-6	-5	3	-4	0	-16
2	Cc1cc(C2C(=O)C(C(=O)c3ccc(Cl)cc3)C(=O)CC2(C)C)on1 (stereo not given)	-13	-7	6	4	4	-3	-3	-1	-13
3	CC(C)OC(=O)Nc1ccc2c(c1)N(C(=O)N1CCN(C)CC1)c1ccccc1CC2	-5	0	-2	-4	11	-63	-19	0	-9
4	COc1ccc(CN(CCC#N)CCC2(c3ccccc3)CC(C)N(C)CC2C)cc1OC (stereo not given)	-19	0	-4	3	-8	1	-7	-2	4
5	CCCCc1nc(Cl)c(C#N)c2c1CCCC2	-10	-7	-3	-1	2	-4	-9	-2	18
6	Cc1ccc(Cn2c(=O)c3cccnc3n(CC(=O)Nc3cccc(C(F)(F)F)c3)c2=O)cc1	-28	-8	-124	2	-15	7	-32	4	-1
7	COC(=O)c1c(NC(=O)CN2CCN(C(=O)c3ccco3)CC2)c2c(C)cccc2n1C	-12	-10	-2	1	-13	-2	-15	-1	-6
8	Cc1cc(C)c(-c2cc(NC(=O)COC(=O)c3ccc(CO)cc3)n(-c3ccccc3)n2)cc1C	-22	-14	+	-2	-16	0	-35	-3	-11
9	Cn1cc(C(=O)N/N=C/C2=C(N3CCOCC3)C(=C\c3ccccc3)/CC2)ccc1=O	-3	-6	3	-84	-39	-2	-31	-32	-17
10	CCOC(=O)N1C(=O)c2cc(OC)ccc2S1(=O)=O	-21	-10	3	-11	16	-1	8	1	-5
11	CC(C)(C)C(=O)COC(=O)c1c2c(nc3ccccc13)CCC2	-5	-3	-7	-5	-33	4	-9	-4	-6
12	O=C(c1ccc(C(=O)N2CCCc3ccccc32)s1)N1CCCc2ccccc21	-4	-1	-4	-8	18	-8	-3	-1	0
13	O=C(CSc1nnc2n1CCCCC2)Nc1ccc(N2CCOCC2)cc1	-5	0	-4	1	-25	6	-4	0	-5
14	C=C(C)Cn1c(N2CCCC2)nc2c1c(=O)[nH]c(=O)n2C	-35	-2	2	-3	3	1	-16	-1	-8
15	CCC(C(=O)NCCN1CCN(C)CC1)n1c(C)c2cnn(-c3ccccc3)c(=O)c2c1C (stereo not given)	-16	0	-17	-3	-24	8	-17	12	-32
16	CN(c1nc(-c2ccc(Br)cc2)cs1)C1CCS(=O)(=O)C1 (stereo not given)	-21	-6	-2	-4	34	-1	-10	5	-2
17	CCC(CC)C(=O)NCc1ccc(Cl)cc1	-17	1	-4	-1	-3	1	-1	1	2
18	O=C(c1cccc(COc2ccc(Cl)cc2Cl)c1)N1CCN(c2ccccn2)CC1	-13[20 µM]	-8	5	-6	70*	-8	6	-4	8
19	CCc1ccc2c(c1)c1nnc(NN)nc1n2C	-9	-9	-5	1	5	6	-12	0	-28
20	COc1ccc2c(C)c(Cc3ccccc3)c(=O)oc2c1OC	-28	-7	-2	1	-452	-1	-10	-3	-14
21	O=C(NNS(=O)(=O)c1ccccc1)c1csc(-c2cccnc2)n1	-14	-4	-7	-1	-15	6	-4	-1	-5
22	CCOC(=O)c1[nH]c2ccc(OC)cc2c1NC(=O)c1cccc(OC)c1	-13[20 µM]	3	-4	4	27	0	6	·	-5
23	COC(=O)c1ccc(C23CC4(C2)[C@H](CN(Cc2cccnc2)[C@@H]4c2ccccc2)C3c2ccccc2)cc1 (stereo not given in full)	-25	·	-54	0	-22	·	-34	-2	2
24	CCOC(=O)C(=CNc1nc2ccc(C(=O)OCC)cc2s1)C(=O)OCC	-22	2	-24	8	-25	5	-22	3	-25
25	CCN(CC)c1ccc(NC(=O)c2cnc3ccccn3c2=O)c(C)c1	-4	-4	-5	12	-38	-3	-31	12	-19
26	Cc1ccc(CN2CC(C(=O)Nc3ccc(F)c([N+](=O)[O-])c3)CC2=O)cc1 (stereo not given)	-21	-5	6	2	-31	2	-13	-2	-1
27	O=C(COC(=O)CCN1C(=O)/C(=C\C=C\c2ccccc2)SC1=S)Nc1cc(F)ccc1F	-10	-2	-13	-16	-99	1	-12	-2	4
28	CCOc1cc(-c2ccc(N)c(OCC)c2)ccc1N	-30[20 µM]	16*	-11	-14	-29	-4	145*	-7	-5
29	COc1nc(OC)nc(N2CCC(C(=O)NCc3cccs3)CC2)n1	-20[20 µM]	-2	-6	-1	-15	0	-10	0	-6
30	CCCNC(=O)COc1ccccc1[N+](=O)[O-]	-16	0	-3	0	-3	5	-16	-3	-2
31	O=[N+]([O-])c1ccc2nc(CCCc3nc4ccc([N+](=O)[O-])cc4[nH]3)[nH]c2c1	-11	-5	-6	-4	5	5	-8	-1	-27
32	O=C(CSc1nnc(SCc2ccc(Cl)cc2)s1)N/N=C/c1c[nH]c2ccccc12	-10	0	43*	-57	10	6	-3	-4	-22
33	O=S(=O)(c1ccc(F)cc1)N1CCN(c2nc(-c3ccc(F)cc3)cs2)CC1	-3[20 µM]	-4	-25	3	3	6	-34	0	-1
34	Cn1ccnc1SCc1cc(=O)[nH]c2ccccc12	-1[20 µM]	-4	-6	-1	-5	-8	-12	1	-10
35	CC(=O)c1ccc(NC(=O)CN2C(=O)/C(=C/C(C)=C/c3ccccc3)SC2=S)cc1	-11	-9	-70	-18	-77	6	-21	-6	-16
36	Cc1csc(-c2cnn(-c3ccccc3)c2NC(=O)c2cccc(F)c2)n1	-22[20 µM]	-2	4	4	-30	1	-21	3	-7
37	COc1ccc(C2=C(Nc3ccc(C)cc3)c3ccccc3C2=O)cc1	-6	-7	-4	-1	33	-1	6	-6	27
38	O=S(=O)(NCC(c1cccnc1)N1CCN(c2ccccc2)CC1)c1cc(F)ccc1F (stereo not given)	-19[20 µM]	-10	-20	-1	-24	-5	-9	2	-5
39	COCCNc1nc2nonc2nc1N(C)Cc1ccc(C)cc1	-18	-7	-6	2	18	-1	-8	-1	-27
40	CCN(CC)S(=O)(=O)c1cc(-c2nnc(-c3ccc(Br)cc3)o2)ccc1Cl	-9	-2	-21	-26	18	6	2	-2	5

Part of the list above, with values ahead of the structure:
No.	Furin inhibitor	RBBP9 inhibitor	p47phox inh	Runt-SMMHC FRET	m-calpain inh	p97 ATPase inh	EBV gp42 block	Runt-CBFb FRET	TbHK1 inh	molecule
28	-30[20 µM]	16*	-11	-14	-29	-4	145*	-7	-5	CCOc1cc(-c2ccc(N)c(OCC)c2)ccc1N
29	-20[20 µM]	-2	-6	-1	-15	0	-10	0	-6	COc1nc(OC)nc(N2CCC(C(=O)NCc3cccs3)CC2)n1
30	-16	0	-3	0	-3	5	-16	-3	-2	CCCNC(=O)COc1ccccc1[N+](=O)[O-]
31	-11	-5	-6	-4	5	5	-8	-1	-27	O=[N+]([O-])c1ccc2nc(CCCc3nc4ccc([N+](=O)[O-])cc4[nH]3)[nH]c2c1
32	-10	0	43*	-57	10	6	-3	-4	-22	O=C(CSc1nnc(SCc2ccc(Cl)cc2)s1)N/N=C/c1c[nH]c2ccccc12
33	-3[20 µM]	-4	-25	3	3	6	-34	0	-1	O=S(=O)(c1ccc(F)cc1)N1CCN(c2nc(-c3ccc(F)cc3)cs2)CC1
34	-1[20 µM]	-4	-6	-1	-5	-8	-12	1	-10	Cn1ccnc1SCc1cc(=O)[nH]c2ccccc12
35	-11	-9	-70	-18	-77	6	-21	-6	-16	CC(=O)c1ccc(NC(=O)CN2C(=O)/C(=C/C(C)=C/c3ccccc3)SC2=S)cc1
36	-22[20 µM]	-2	4	4	-30	1	-21	3	-7	Cc1csc(-c2cnn(-c3ccccc3)c2NC(=O)c2cccc(F)c2)n1
37	-6	-7	-4	-1	33	-1	6	-6	27	COc1ccc(C2=C(Nc3ccc(C)cc3)c3ccccc3C2=O)cc1
38	-19[20 µM]	-10	-20	-1	-24	-5	-9	2	-5	O=S(=O)(NCC(c1cccnc1)N1CCN(c2ccccc2)CC1)c1cc(F)ccc1F (stereo not given)
39	-18	-7	-6	2	18	-1	-8	-1	-27	COCCNc1nc2nonc2nc1N(C)Cc1ccc(C)cc1
40	-9	-2	-21	-26	18	6	2	-2	5	CCN(CC)S(=O)(=O)c1cc(-c2nnc(-c3ccc(Br)cc3)o2)ccc1Cl

More results
No.	smiles	Furin inhibitor	RBBP9 inhibitor	p47phox inh	Runt-SMMHC FRET	m-calpain inh	p97 ATPase inh	EBV gp42 block	Runt-CBFb FRET	TbHK1 inh
41	O=C(Nc1cccc(NC(=O)c2cccs2)c1)c1ccc([N+](=O)[O-])o1	-24	-1	-5	2	0	18*	-6	1	-28
42	Fc1cccc(Cl)c1CSc1nnc(COc2cccc3cccnc23)o1	-11[20 µM]	-3	-5	-1	7	-1	-6	-2	-1
43	Nc1nnc(CC(=O)N/N=C/c2ccc(-c3ccc(F)cc3)o2)s1	9	-5	-3	1	-6	-3	2	1	-74
44	Cc1sc2nc(CSCC(=O)N(C)c3ccccc3)[nH]c(=O)c2c1C	-16	8	-20	-41	-13	3	-12	-8	-3
45	CCN1C(=O)C2(C(C#N)=C(N)Oc3c2c(C)nn3-c2ccccc2)c2ccccc21 (stereo not given)	-12	0	-11	-1	-16	-2	-6	1	1
46	O=C(CSc1nccn1-c1ccccc1)N1CCc2ccccc21	-16[20 µM]	6	-7	1	1	0	-16	0	-5
47	O=C(NC1CCCCC1)c1ccc(CN2CCOCC2)cc1	-8[20 µM]	-1	1	-1	1	-5	5	5	-2
48	CC(C)C(c1nnnn1C1CCCCC1)N1CCOCC1 (stereo not given)	-30	-6	-11	0	-46	-1	-3	-2	2
49	O=C(NCCOCCNC(=O)OCc1ccccc1)OCc1ccccc1	-19	2	-8	2	18	4	-8	-1	-6
50	Cc1[nH]c(=O)[nH]c(=O)c1CSCC(=O)OCC(=O)c1ccc(Br)cc1	-23	-7	-8	5	0	1	-14	0	-2
51	Cc1cccc(C(CC(=O)NCc2ccco2)c2ccccc2)c1O (stereo not given)	-21	-1	-22	4	-16	2	-11	0	-3
52	CC(=O)Nc1ccc(S(=O)(=O)NCCCN2CCN(Cc3ccccc3)CC2)cc1Cl	-17	-2	-1	-6	-12	3	-22	2	-3
53	CN(CC(=O)NCc1ccccc1Cl)CC(=O)Nc1cccc(F)c1	-13	-5	-14	-2	12	-2	-2	1	13
